Bioassay records: PubChem BioAssay, several laboratories
ERa coact pot: enhancers of ERα–SRC-1 coactivator binding, primary screen, biochemical, TR-FRET, ERα LBD, low estradiol | Estrogen receptor (Homo sapiens), P03372 | TR-FRET ERalpha-LBD/SRC-Cy5 coactivator binding, 2 h; 100 = basal binding, no effect | coactivator binding (% of control), % at 25.6 µM | 86,000 compounds, 1.3% hits | AID 639, 2007; in the data active = activity above about 200%;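 also: binding measured in presence of low estradiol as agonist stimulus; 0% = peptide alone without receptor and 100% = receptor with peptide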
Smad3 FoxH1 inh: Smad3/FoxH1 peptide binding inhibitors, primary screen, biochemical, TR-FRET; 88,000 compounds, 0.29% hits; inhibition, % at 25 µM; Mothers against decapentaplegic homolog 3 (Homo sapiens), P84022; TR-FRET Smad3/Dy647-FoxH1 peptide binding, europium anti-His;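 active = compounds that reduce the energy-transfer binding signal between the protein and its labelled peptide by more than half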;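 also: 0% = Smad3 plus labelled peptide maximal FRET and 100% = peptide-only background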
sEH inhibitor: soluble epoxide hydrolase inhibitors, primary screen, biochemical, human sEH. recombinant human sEH enzymatic activity assay. inhibition, % at 2 µM. 91,000 compounds, 0.34% hits. AID 707, 2007; in the data active = inhibition above about 80%; also: values of inactives mirror those of a sister screen read the other way; many of its hits are not listed in these tables
CD11b adhes enh: enhancers of CD11b/CD18 adhesion to fibrinogen, primary screen, K562 cells, luminescence; Integrin beta-2 (Homo sapiens) + Integrin alpha-M (Homo sapiens), P05107+P11215; ATPlite luminescence; activation, % at 10 µM; 93,000 compounds, 0.07% hits; AID 1499, 2009;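 active = 10 µM primary screen giving 50% or more activity, confirmed by 40% or more on retest at that dose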; also: strong numbers were not always called active; reference of the scale not given here
Target sequence (P05107 whole entry, looked up, other chains not shown): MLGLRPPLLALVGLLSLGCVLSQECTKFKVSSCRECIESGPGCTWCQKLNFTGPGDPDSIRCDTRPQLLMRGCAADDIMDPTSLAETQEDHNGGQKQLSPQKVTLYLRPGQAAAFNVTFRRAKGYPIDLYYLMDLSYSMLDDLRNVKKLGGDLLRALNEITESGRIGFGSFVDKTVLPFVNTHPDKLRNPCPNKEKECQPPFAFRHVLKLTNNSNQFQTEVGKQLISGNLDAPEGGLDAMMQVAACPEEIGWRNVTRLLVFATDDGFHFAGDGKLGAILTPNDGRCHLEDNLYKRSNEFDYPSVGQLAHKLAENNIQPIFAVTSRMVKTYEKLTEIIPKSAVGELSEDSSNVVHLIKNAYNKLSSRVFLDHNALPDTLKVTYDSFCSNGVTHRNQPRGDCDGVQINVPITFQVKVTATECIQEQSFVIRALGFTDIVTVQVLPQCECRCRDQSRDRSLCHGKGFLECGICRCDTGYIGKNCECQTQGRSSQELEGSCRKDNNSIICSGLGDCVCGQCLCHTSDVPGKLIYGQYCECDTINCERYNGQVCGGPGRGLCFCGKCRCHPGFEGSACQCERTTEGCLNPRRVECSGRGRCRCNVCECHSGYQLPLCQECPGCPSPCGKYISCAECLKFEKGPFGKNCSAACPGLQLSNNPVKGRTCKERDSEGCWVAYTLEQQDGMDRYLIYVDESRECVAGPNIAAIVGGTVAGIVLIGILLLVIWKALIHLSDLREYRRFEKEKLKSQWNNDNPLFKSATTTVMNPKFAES
Candida biofilm: clotrimazole potentiators killing Candida biofilms, primary screen, with clotrimazole, Alamar Blue; 85,000 compounds, 0.14% hits; inhibition, % at 6 µM; AID 834, 2007; C. albicans biofilm + clotrimazole;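 active = inhibition above 20%; inactive = inhibition below 20%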;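 also: preformed 24 hr biofilms exposed to compound for 48 hr; 0% = biofilm without compound and 100% = blank killed by clotrimazole plus chlorhexidine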
sEH act: soluble epoxide hydrolase activators, primary screen, biochemical, human sEH; Bifunctional epoxide hydrolase 2 (Homo sapiens), P34913; purified human sEH enzymatic activity, activator screen; activation, % at 2 µM; 91,000 compounds, 0.04% hits; AID 717, 2007; in the data active = activation above about 37%; also: values of inactives mirror those of a sister screen read the other way
Mac1 fbg inh: inhibitors of CD11b/CD18 adhesion to fibrinogen, primary screen, K562 cells, luminescence. ATPlite luminescence; Mn2+ added to activate the integrin. inhibition, % at 10 µM. 93,000 compounds, 0.54% hits. Integrin beta-2 (Homo sapiens) + Integrin alpha-M (Homo sapiens), P05107+P11215. AID 1497, 2009;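 active = primary inhibition of 50% or more at 10 µM, then 40% or more on retest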; also: some results filed as inactive read as strong as hits
ERb coact inh: inhibitors of ERβ-SRC1 coactivator interaction, primary screen, biochemical, TR-FRET, ERβ LBD, SRC-1 peptide; TR-FRET ER-beta LBD / SRC1-Cy5 peptide binding; receptor agonist-loaded with 1 µM estradiol; inhibition, % at 25.6 µM; 86,000 compounds, 1.3% hits; AID 633, 2007;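 active = compounds whose percent inhibition of the receptor-coactivator binding signal exceeds about 50% in the single-dose screen, limit read from the data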;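 also: 0% = receptor plus peptide wells without compound and 100% = peptide-only wells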
MT1-MMP txn act: MT1-MMP promoter reporter activation – cell-based, luciferase luminescence, primary screen; HT1080 MT1-MMP promoter luciferase reporter, overnight; stronger effect = higher value; activation factor at 10 µM; 86,000 compounds, 0.16% hits;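 active = activation factor of at least 2 for MT1-MMP transcription at 10 µM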
* hit, by the source's call; . = no result given; [ ] = dose if it differs, or a comment. Not all compounds are listed. The share of hits here may be higher or lower than overall.

SMILES	ERa coact pot	Smad3 FoxH1 inh	sEH inhibitor	CD11b adhes enh	Candida biofilm	sEH act	Mac1 fbg inh	ERb coact inh	MT1-MMP txn act
CCC(=O)Nc1ccc(NC(=O)c2ccccc2Cl)nc1	113	1	.	0	6	.	-4	-1[fluorescence artefact?]	1.4
COc1ccc(OC)c(C(=O)N2CCC(C(=O)c3ccc(F)cc3)CC2)c1	96	8	6	.	7	-5	.	-9	1.1
CC(=O)Nc1cccc(NS(=O)(=O)c2cccc3nsnc23)c1	94	2	.	-5	-5	.	2	1	1.2
CC(O)CNc1ncnc2nc[nH]c12 (stereo unspecified)	104	-6	.	-2	5	.	10	-3[fluorescence artefact?]	1.1
CC(C)OC(=O)CSc1nnc(-c2cnccn2)n1-c1ccc(Cl)cc1	71	-8	0	-1	0	0	10	16	1.2
COc1ccc(OC)c(C2=NOC(C(=O)N3CCN(c4ccccc4)CC3)C2)c1 (stereo unspecified)	112	-3	.	-5	10	.	8	-2[fluorescence artefact?]	.
CCn1cnc2sc(-c3ccccc3)cc2c1=O	106	12	-2	0	-1	2	-7	-1	1.2
COc1ccc(OCc2ccc(C(=O)O)cc2)cc1	94	5	15	-3	3	-16	2	6[fluorescence artefact?]	1.3
COc1ccc(CNC(=O)c2noc3c2CCCC3)cc1	123	0[fluorescence artefact?]	1	-1	-1	0	-23	-6	1.4
CC(C)(C)C(=O)COC(=O)CNC(=O)c1ccc(Oc2ccccc2)cc1	105	3	16	1	4	-17	-8	-32	1.2
O=C(C1CC(=O)N(c2ccccc2)C1)N1CCN(C2=NS(=O)(=O)c3ccccc32)CC1 (stereo unspecified)	126	6	9	5	7	-3	-15	-20[fluorescence artefact?]	1.3
CCOC(Cn1c(CCCO)nc2ccccc21)OCC	87	2	-11	0	8	11	1	-4	1.1
O=C(/C=N/O)NCCCN1CCCCCC1	133	2	14	0	4	-12	-11	-16	.
COc1ccc(NS(=O)(=O)c2ccc(NS(C)(=O)=O)cc2)cc1	128	0	-26	0	.	24	-16	-8	1
CSc1nnc(-c2ccc(NC(=O)CCc3ccccc3)cc2)n1C	105	7	7	1	4	-9	-4	-8	1
O=C1OC2CCC1(c1ccccc1)C2 (stereo unspecified)	110	7	-7	.	6	6	.	-28[fluorescence artefact?]	1.3
Cc1ccc(Nc2cc(C)nc3nc(C)nn23)c(C)c1	107	1	.	.	6	.	.	-11	1
Cc1nn(-c2ccccc2)c(N2CCCC2)c1/C=N/n1cnc2scc(-c3ccccc3)c2c1=O	111	12[fluorescence artefact?]	-8	26	7	9	-12	14	1.2
Cc1nnc(NC(=O)CSc2nnnn2Cc2ccccc2)s1	107	-3	-4	-4	9	6	-7	-4	1.1
CCCCN(C)Cc1c(C)[nH]c2ccc(Cl)cc2c1=O	110	0	-6	2	7	6	13	15	1.1
CCN(CC)C(=O)Nc1cnc2ccccc2c1	112	0	-4	-3	-3	3	-5	6	1.3
Cc1cc2oc(=O)cc(CSc3nnc(C)n3N)c2cc1C(C)C	84	5	-24	-2	7	24	2	-6	1.1
CC(C)C(NS(=O)(=O)c1cccs1)C(=O)N1CCc2ccccc2C1 (stereo unspecified)	106	-15	-1	.	10	1	.	0	1.3
Cc1cc(C)c2[nH]c(=O)c(C(c3nnnn3Cc3ccc4c(c3)OCO4)N3CCC(C)CC3)cc2c1 (stereo unspecified)	185[fluorescence artefact?]	-5	5	.	6	0	.	47[fluorescence artefact?]	1.2
O=C(Cc1ccc(F)cc1)NCCc1ccc(F)cc1	99	-3	6	2	-1	-7	-14	-1	1
CC(C)N(C(=O)Cn1c(SCC(=O)N2CCN(c3ccccc3)CC2)nc2ccccc21)C(C)C	113	1	.	-1	-4	.	-25	-10	1.2
COc1ccc(-n2c(Cc3cccn3C)nnc2SCC(=O)Nc2ccccc2OC)cc1	93	-22	.	5	9	.	-2	9[fluorescence artefact?]	1
CCS(=O)(=O)N1CCN(c2ccccc2F)CC1	116[fluorescence artefact?]	-4	0	7	8	2	-3	-1[fluorescence artefact?]	1
O=c1oc(-c2cccnc2)nc2ccccc12	98[fluorescence artefact?]	7	10	-4	5	-8	-1	-4	1.1
O=C(COc1ccc(S(=O)(=O)N2CCCCC2)cc1)NC1CCCCC1	121	-5	17	-3	-5	-19	-28	-4	1
Fc1ccc(-c2nnc(CN3CCN(c4ncc(C(F)(F)F)cc4Cl)CC3)o2)cc1	.	.	2	-8	.	-4	98	.	1
COc1cc(C(=O)N2CCN(S(=O)(=O)c3ccc(F)cc3)CC2)cc(OC)c1OC	101	14	-10	-2	10	7	1	67*[fluorescence artefact?]	.
COc1ccccc1Oc1c(C)oc2c(CN3CCN(C)CC3)c(O)ccc2c1=O	120	9	5	1	-2	-2	-13	-5	1.1
Cc1cc(NC(=O)Nc2ccc(F)c(Cl)c2)no1	114	4	9	-1	9	-11	-4	-1	1
O=C(OC1CCCCC1)c1ccc(NC(=O)C2CCCCC2)cc1	110	7	26	-1	2	-28	12	-2	1
CCC(=O)Nc1cccc(NC(=O)CSc2nnnn2C2CCCC2)c1	114	-1	17	-3	8	-17	35	-6	1.2
Cc1c(O)c(CN2CCCC2)cc2c1oc(=O)c1ccccc12	92	-4	6	3	2	-7	-4	9[fluorescence artefact?]	1
CCOC(=O)C1=C(C)NC2=C(C(=O)C(C(=O)OC)C(C)C2)C1c1ccc(OC)c(O)c1 (stereo unspecified)	127	10[fluorescence artefact?]	6	.	11	-8	.	-9	1.2
N#Cc1nc(-c2ccc(F)cc2)oc1N1CCCC1	105	-9	-18	.	3	16	.	-3	1
Cc1nn(Cc2ccccc2Cl)c2sc(C(=O)NC(C)(C)C)cc12	114	-7	-6	1	2	9	-4	-7	1.1
O=C(COc1ccc2c(c1)C(=O)CC1(CCCCC1)O2)NCc1ccccn1	116	1	12	-1	8	-14	2	-27	1.1
CC12C=CC3(O1)C(C(=O)N(c1cccnc1)C3C(=O)NC1CCCCC1)C2C(=O)Nc1ccccc1 (stereo unspecified)	135	3	-5	-1	8	6	-18	-10	1
O=C(O)C1(NS(=O)(=O)c2ccc(Cl)cc2)CCCCC1	114[fluorescence artefact?]	16	-14	0	6	12	-1	-8[fluorescence artefact?]	1.1
Cc1cccc(NC(=O)N2CCC(NC(=O)c3ccccc3C)CC2)c1	117	3	-16	-5	6	16	-3	-21	1.2
Cc1ccc(C2=N/C(=C\N3CCCCC3)C(=O)O2)cc1	100[fluorescence artefact?]	10	8	2	-3	-6	-9	8	1.6
CCOC(=O)CN1C(=O)C(CC)Oc2ccc(Cl)cc21 (stereo unspecified)	.	.	-4	1	.	3	1	.	1.2
Cc1nn(Cc2ccc(C(=O)N3N=C(C(F)F)CC3(O)C(F)F)cc2)c(C)c1[N+](=O)[O-] (stereo unspecified)	.	.	-2	0	.	2	4	.	.
COc1ccc(-n2nnnc2S(=O)(=O)Cc2ccc(C(=O)O)cc2)cc1	132	-9	4	-1	6	-6	2	33	1
O=C(COC(=O)CCS(=O)(=O)c1ccc(Cl)cc1)Nc1ncc(Cl)cc1Cl	101	11	14	-1	6	-14	-13	0	1.2
CC(C)OC(=O)CC12CN3CN(C1)CC(CC(=O)OC(C)C)(C3)C2=O	101	-5	-6	.	5	6	.	-7	1.1
COc1ccc(S(=O)(=O)NCCc2ccccc2)cc1	92	6	6	0	5	-4	-1	-8	1.2
Cc1ccc(OCCn2cc(/C(N)=N/O)c3ccccc32)cc1C	107	-7	-16	-3	10	16	-14	-9	1.1
Cn1cccc1C(=O)NC(=O)CSc1nnc(C2CC2)n1-c1ccccc1	64[fluorescence artefact?]	-14	2	5	2	-2	1	12[fluorescence artefact?]	1.1
CN(C)S(=O)(=O)N1CCN(c2ccc(Cl)cc2)CC1	42	-13	.	-5	3	.	-6	6[fluorescence artefact?]	1.3
CC(/C=N/NC(=O)Cc1cc(=O)[nH][nH]1)=C\c1ccccc1	.	.	8	1	.	-7	-1	.	.
NC(=S)N/N=C/c1ccc(-c2cc(Cl)cc(Cl)c2)o1	76	7[fluorescence artefact?]	-5	95	4	6	-17	-10	1.1
CCN(CC)CCNC1=CC(=O)OC12CCCCC2	106	2	-9	.	4	12	.	-4	1.1
O=C1/C(=C\c2ccc3ccccc3c2)CCCc2ccccc21	120	9	1	.	7	-4	.	0	1.6
COCCN1C(=O)c2ccccc2C(C(=O)Nc2ccc3c(c2)OCCO3)C1c1ccc(F)cc1 (stereo unspecified)	99	7	-12	.	7	16	.	1	1.1
CCOC(=O)c1cnc2cc(C)nn2c1C	119	0	-5	0	5	6	-4	22	1

Records listed above marked active in ERb coact inh.
SMILES	ERa coact pot	Smad3 FoxH1 inh	sEH inhibitor	CD11b adhes enh	sEH act	Mac1 fbg inh	ERb coact inh	MT1-MMP txn act
COc1cc(C(=O)N2CCN(S(=O)(=O)c3ccc(F)cc3)CC2)cc(OC)c1OC	101	14	-10	-2	7	1	67*[fluorescence artefact?]	.

Later entries:
SMILES	ERa coact pot	Smad3 FoxH1 inh	sEH inhibitor	CD11b adhes enh	Candida biofilm	sEH act	Mac1 fbg inh	ERb coact inh	MT1-MMP txn act
CCN(CC)c1ccc(NC(=O)c2cccc(F)c2)c(C)c1	103	11	15	.	7	-14	.	-1	1.2
Cc1ccccc1Cn1ccc(NC(=O)c2cnn3c2NC(c2ccccc2)CC3C(F)(F)F)n1 (stereo unspecified)	104	13[fluorescence artefact?]	-10	-6	4	8	-2	2	1.2
Cc1c(C(=O)N2CCN(c3ncccn3)CC2)sc2nc3n(c(=O)c12)CCCC3	96	-2	9	0	4	-10	-8	-11	.
CCOC(=O)c1ccc(NC(=O)Cn2cc3c(n2)CCC(C)C3)cc1 (stereo unspecified)	88[fluorescence artefact?]	-11	9	-1	-2	-9	38	-6	1
CC1CCN(S(=O)(=O)c2ccc(Cl)cc2)CC1	97	-1	-5	1	7	5	2	0	1.1
CC(=O)OC(C(=O)NC1CCCCC1)c1ccc(Cl)cc1 (stereo unspecified)	.	.	-15	-2	.	17	3	.	.
O=C(Nc1ccc(Cl)cc1)C1=Cc2cc(Cl)ccc2OC1	122	-5	12	0	7	-10	18	2	.
COc1cccc(C(=O)CSc2nnc(-c3ccco3)n2CC2CCCO2)c1 (stereo unspecified)	122	14	-6	-2	5	8	0	6	1.2
COc1ccc2c(c1)-c1ccccc1S(=O)(=O)N2C(C)=O	25	1	10	.	0	-8	.	63*[fluorescence artefact?]	1.1
O=C(Nc1cccc2c1CCCC2)C1CCN(c2nnnn2-c2ccccc2)CC1	81[fluorescence artefact?]	-1	6	-2	10	-7	-46	0	1
CCCC(=O)Nc1ccc(-c2nc3cc(C)c(C)cc3o2)cc1	168[fluorescence artefact?]	5	1	24	-1	-1	14	43	1.1
c1cc(CSc2nnc(-c3ccc4c(c3)OCO4)o2)ccn1	86	14	12	-2	10	-11	-11	4	1.6
N#CN=C1CCCCCN1CC(N)=O	126	7	4	0	6	-5	4	0	1.1
O=C(CSc1nccn1-c1ncc(C(F)(F)F)cc1Cl)c1ccc(Br)cc1	.	.	-7	-10	.	6	15	.	.
